GLP-1R inv ag – GLP-1 receptor (human) inverse agonism | P43220 | HEK293 GLP-1R CRE-luciferase, luminescence, 24 h; GLP-1R form is constitutively active | Potency, µM (titrated, usually from 38.3 µM), without a hit: at the top dose activity change, negative = inhibition, hits mostly inhibitors | hit rate 1.6% among 410,000 | AID 624417; note: potency is the fitted concentration of half-maximal effect; % is set by controls: 0 for no effect and ±100 for the full control effect; nearly all actives have a fitted effect of over 55% in size
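Inverse agonism was detected as reduced cAMP-driven luciferase luminescence after 24 h compound treatment. The cells were HEK293 clones expressing constitutively active human GLP-1R with the reporter. Reporter-only and GPR119 cell lines served as counterscreen controls.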
PLK1 PBD inh – blocks phosphopeptide binding to human PLK1 polo-box domain; P53350; Plk1 PBD binding of FITC phosphopeptide, fluorescence polarization; Potency, µM, without a hit: max response, negative = inhibition, usual class: inhibitors; hit rate 2.8% among 360,000; AID 720504; note: potency is the fitted concentration of half-maximal effect; series mostly up to about 57 µM; % is set by controls: 0 for no effect and ±100 for the full control effect; nearly all actives have a fitted effect of over 65% in size
GLP1R cytotox – cytotoxicity counter-screen for GLP-1 receptor inverse agonists; HEK293 cAMP-luciferase reporter cells, luminescence, 24 h; Potency, µM (highest dose often 38.3 µM), inactives show at the highest dose activity change, negative = inhibition, actives largely listed as inhibitors; hit rate 0.13% among 410,000; AID 624418;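 note: loss of luciferase light is scored as toxicity; potency is the fitted concentration of half-maximal effect; % is set by controls: 0 for no effect and ±100 for the full control effect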
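MLSMR compounds, 24 hr on cells at 37 deg C/5% CO2; luminescence after luciferase reagent (12 min RT). Inhibition counted as the undesired cytotoxic outcome.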
PI5P4K alpha inh – blocks human PI5P4K alpha kinase activity | P48426 | PI5P4Kalpha enzyme, ADP-Glo luminescence, 60 min; active compounds read low | max response, % | hit rate 1.2% among 330,000; active = max response of -50% or lower; inconclusive = between -30% and -50%; inactive = -30% or higher; note: value at the top dose of about 77 µM; % is set by controls: 0 for no effect and ±100 for the full control effect
Target sequence (P48426 whole entry, looked up): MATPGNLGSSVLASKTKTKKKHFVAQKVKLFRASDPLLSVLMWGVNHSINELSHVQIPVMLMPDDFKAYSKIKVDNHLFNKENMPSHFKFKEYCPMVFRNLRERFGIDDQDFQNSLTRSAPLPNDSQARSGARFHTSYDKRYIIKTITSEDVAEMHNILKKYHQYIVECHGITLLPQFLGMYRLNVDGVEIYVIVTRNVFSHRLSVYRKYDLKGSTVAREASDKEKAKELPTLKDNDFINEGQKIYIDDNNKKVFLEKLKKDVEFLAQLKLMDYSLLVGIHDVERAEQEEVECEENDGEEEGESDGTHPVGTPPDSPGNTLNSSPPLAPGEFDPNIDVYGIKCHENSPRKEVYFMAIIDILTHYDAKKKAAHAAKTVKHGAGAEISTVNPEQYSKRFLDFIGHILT
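Luminescence from ADP-Glo served as readout of PI5P4Kalpha activity in a qHTS format. Reaction: enzyme, substrate, compound, ATP at 5 microM final, 60 min at RT.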
EPAC1 ag – agonists of human EPAC1; EPAC1 agonist qHTS, biochemical assay; response scale: 100% = response to 6.5 mM cAMP; Potency, µM (series often up to 154 µM), for inactives: at the highest dose activation, usual class: activators; O95398; hit rate 0.073% among 360,000; AID 720707; note: potency is the fitted concentration of half-maximal effect; nearly all actives have a fitted effect of over 60% in size
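EPAC1 100 nM, Rap1B–BODIPY-GDP 250 nM, unlabeled GDP 50 uM; compound titration; 5 min RT; kinetic read ex480/em540 at 5-min intervals ×30 min; data normalized to 6.5 mM cAMP agonist control.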
IL2 activator – IL-2 activation; IL-2 activation reporter assay, cell-based qHTS; stimulated with anti-CD3/CD4/CD28 beads; in transgenic mouse T cells; activation, % (series mostly up to about 46 µM); hit rate 0.065% among 360,000; AID 652025; in the data active = activation above about 50%; inconclusive = mostly about 30% to 49%; note: 0% is about no effect
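Readout is EGFP and DsRed signal by fluorescent plate cytometry after 18 h at 37 degrees C. Transgenic mouse T cells (750/well) received compound for 60 min before bead stimulation (anti-CD3, anti-CD4, anti-CD28); memory T cells served as non-tolerant control.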
EPAC1 antag – EPAC1 (human) antagonism. O95398. EPAC1 GEF assay, Rap1b-BODIPY-GDP exchange fluorescence. Potency, µM (doses to about 115 µM), for the others: top-dose activity change, negative = inhibition, actives largely listed as inhibitors. hit rate 0.14% among 360,000;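 note: potency is the fitted concentration of half-maximal effect; plate controls were vehicle for no effect and positive control for full effect; nearly all actives have a fitted effect of over 50% in size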
GLP-1R agonist – GLP-1 receptor (human) agonism | Potency, µM (doses to about 45.6 µM), inactives show at the top dose activation, actives largely listed as activators | hit rate 0.007% among 380,000 | P43220 | HEK293 GLP-1R CRE-luciferase, luminescence, 4-6 h; cells express a hypersensitive GLP-1R form; note: potency is the fitted concentration of half-maximal effect; % of control where 0% means no effect
PTHR1 agonist – PTHR1 (human) receptor agonism | HEK293 GP2 PTHR1 cells, GloSensor cAMP luminescence, 1 h | Potency, µM (titrated, usually from 115 µM), for the others: at the highest dose activation, most hits filed as activators | hit rate 0.075% among 410,000; note: potency is the fitted concentration of half-maximal effect; nearly all actives have a fitted effect of over 55% in size; some results filed as inactive show a strong effect at the top dose; inactives centre near -15; many of its hits are not listed in these tables
Target sequence (Q03431 whole entry, looked up): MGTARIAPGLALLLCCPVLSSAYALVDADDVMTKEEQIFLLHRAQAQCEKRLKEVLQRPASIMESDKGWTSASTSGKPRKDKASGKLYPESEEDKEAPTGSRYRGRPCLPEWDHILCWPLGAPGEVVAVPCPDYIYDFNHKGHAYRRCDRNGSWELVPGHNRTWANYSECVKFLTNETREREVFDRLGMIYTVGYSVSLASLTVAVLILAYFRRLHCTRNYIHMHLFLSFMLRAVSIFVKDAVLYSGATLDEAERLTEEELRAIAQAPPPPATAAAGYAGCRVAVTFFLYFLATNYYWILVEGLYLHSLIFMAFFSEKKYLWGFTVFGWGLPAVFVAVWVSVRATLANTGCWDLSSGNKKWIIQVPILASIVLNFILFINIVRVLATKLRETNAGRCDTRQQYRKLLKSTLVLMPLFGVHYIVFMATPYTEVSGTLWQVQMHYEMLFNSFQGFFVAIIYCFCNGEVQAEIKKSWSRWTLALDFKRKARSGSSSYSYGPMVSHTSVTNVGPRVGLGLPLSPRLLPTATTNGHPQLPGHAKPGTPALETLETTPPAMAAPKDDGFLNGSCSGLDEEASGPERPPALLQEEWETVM
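HEK-293-derived GP2 cells expressing PTHR1 and a GloSensor cAMP reporter, 3,000/well, plated overnight, given luciferin plus IBMX (each 0.5 mM as added) for 1 h at 37 °C, then compound for 1 h at 37 °C. Luminescence was read after 15 min at room temperature.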
The depositor's hits bear a star; i = inactive; ? = inconclusive; / = not tested or not shown; [ ] = another dose, or the depositor's remark. Unless noted, calls come from the whole dose curve; as a rule, active = well fitted curve in the direction sought with a large enough effect; inconclusive = small, poorly fitted or top-dose-only effect, or another doubt; inactive = no such curve, though single readings can be large; an effect the other way counts as inactive or inconclusive. These rows are one share of the data. The share of hits here may be higher or lower than overall.

SMILES	GLP-1R inv ag	PLK1 PBD inh	GLP1R cytotox	PI5P4K alpha inh	EPAC1 ag	IL2 activator	EPAC1 antag	GLP-1R agonist	PTHR1 agonist
CC(=O)N1CCC(=NNS(=O)(=O)c2cccc([N+](=O)[O-])c2)CC1	10%	-20%	0%	3	-1%	1.0	12%	-3%	-8%
Cc1cc(=O)oc2cc(NC(=O)c3c(Cl)cnn3C)ccc12	48%[activator]	-3%	-8%	0	-5%	-3.1	23%	-3%	i
O=C(OCC#CCSc1nnc(-c2cccc3ccccc23)o1)c1ccco1	9%	-12%	3%	/	12%	1.1	-9%	11%	i
O=C(NCCCN1CCN(c2ccccc2F)CC1)C1CCC(=O)N1C1CCCCC1 (stereo not drawn)	3%	-6%	3%	/	8%	-2.0	19%	-1%	i
CC(Sc1n[nH]c(-c2cccs2)n1)C(=O)N1CCCC1 (stereo not drawn)	-3%	1%	-4%	5	-1%	0.0	5%	9%	-9%
COc1ccc(CNC(=O)Cc2c(C(=O)O)[nH]c3ccccc23)cc1	-3%	-2%	7%	/	1%	1.4	5%	-1%	-5%[57.5 µM]
CSc1nc2c(cc1C#N)CCC2	10%	?	5%	-2	3%	-1.0	-6%	6%	-19%
COc1ccc(-c2cc(C(=O)N3CCN(c4ccccc4F)CC3)c3ccccc3n2)c(OC)c1	-18%	-3%	-6%	-4	7%	-2.1	-20%	14%	-7%
COc1ccc(OC)c(NC(=O)CN(c2ccc(C)cc2)S(=O)(=O)c2c(C)noc2C)c1	10µM*	-27%	-23%	-1	12%	-0.7	?	4%	i
CCCCn1c(N)c(N(CCOC)C(=O)COC(=O)Cc2cccc(OC)c2)c(=O)[nH]c1=O	9%	-2%	-3%	-1	-22%	-0.7	-12%	5%	i
COc1ccc(OC)c(S(=O)(=O)N2CCN(c3ccc(F)cc3)CC2)c1	-28%	-11%	3%	-3	-1%	-0.5	-20%	-1%	-22%
COc1ccc(C(=O)c2sc3nc4c(c(C(F)(F)F)c3c2N)CN(C(C)=O)CC4)cc1OC	21%	/	-10%	/	/	/	/	10%	-18%
O=C(N/N=C/c1cccs1)c1ccc2ncccc2c1	-12%	-2%	-14%	8	9%	-1.1	10%	-4%	-1%
O=C(COC(=O)CNC(=O)c1sc2ccccc2c1Cl)Nc1c(Cl)cc(Cl)cc1Cl	4%	-6%	12%	6	-10%	-4.7	-8%	2%	i
O=C(NCc1ccc(F)cc1)c1cc(C2CCCN(C(=O)C3CCCCC3)C2)on1 (stereo not drawn)	?	7%	6%	-1	-9%	-1.0	-3%	1%	-43%
COP(=O)(OC)c1nc(-c2ccccc2)oc1N1CCOCC1	20%	-10%	12%	-1	-9%	0.3	14%	1%	i
COc1cc2cc(Oc3ccc4ccc(=O)oc4c3)c(=O)oc2cc1O[C@@H]1O[C@H](CO)[C@@H](O)[C@H](O)[C@H]1O	12%	?	-1%	?	-11%	-0.4	-21%	-10%	i
CC(=O)Nc1ccc(S(=O)(=O)NN=c2sc3ccccc3n2C)cc1N	8%	5%	-38%	-4	-8%	-1.8	6%	0%	i
O=C1c2ccccc2C(=O)c2c1ccc1c(=O)n(C3CCCCC3)[nH]c21	109%[activator]	-9%	13%	-4	5%	0.9	4%	4%	-47%[inhibitor][57.5 µM]
CCOC(=O)N1CCN(C(=O)c2ccc(NS(=O)(=O)c3ccc(F)cc3)cc2)CC1	4%	7%	3%	-13	5%	-0.7	-15%	-6%	-2%
CCC(=O)Nc1ccccc1Nc1cc(C#N)c(C#N)cc1[N+](=O)[O-]	1%	-3%	-25%	1	1%	-2.1	14%	-7%	-12%[57.5 µM]
COc1ccc(NC(=O)CO/N=C2/CCCc3nonc32)c(OC)c1	42%[activator]	-2%	12%	3	1%	-1.0	?	7%	-43%[inhibitor]
Cc1cccc(/C=N/N2CCN(c3ccccc3)CC2)c1	-1%	-9%	8%	11	9%	-0.3	-12%	5%	-1%
O=C1CC(N2CCN(c3ccc(F)cc3)CC2)C(=O)N1c1ccc(F)cc1 (stereo not drawn)	27%	0%	4%	-6	9%	0.1	8%	-2%	-12%
Cn1c(=O)[nH]c(=O)c2[nH]c(N(Cc3ccccc3)Cc3ccccc3)nc21	?	-2%	?	2	-22%	-0.4	?	-51%[inhibitor]	-11%

Carrying on:
SMILES	GLP-1R inv ag	PLK1 PBD inh	GLP1R cytotox	PI5P4K alpha inh	EPAC1 ag	IL2 activator	EPAC1 antag	GLP-1R agonist	PTHR1 agonist
Brc1ccc(-c2ccc(/C=N/Nc3nc(N4CCOCC4)nc(N4CCOCC4)n3)o2)cc1	8%	-7%	4%	0	-11%	-0.8	12%	14%	i
CCOc1ccc(-n2c(SCC(=O)Nc3cc(C)on3)nnc2-c2c[nH]c3ccccc23)cc1	-8%	2%	-21%	/	6%	-4.0	5%	-6%	-7%[57.5 µM]
COc1ccc(S(=O)(=O)N2CCCCCC2)cc1C(=O)Nc1cc(C)ccn1	1%	-1%	-15%	-3	2%	-0.9	-5%	22%	-28%
CCN1CCC[C@H]1CNCCCn1cnc2c(SC)ncnc21	0%	-1%	-11%	-5	6%	-1.9	5%	2%	i
C=CCn1c(C)cc(C(=O)COc2ccc(N(C)S(=O)(=O)c3ccc(NC(C)=O)cc3)cc2)c1C	?	5%	-15%	1	-4%	-0.7	12%	-1%	-31%[inhibitor]
CCOC(=O)c1ccc2c(c1)nc(COc1ccc3ccccc3c1)n2CC	-25%	-6%	-36%	/	21%	-1.9	-7%	7%	-29%
CC(SCC(=O)Nc1ccc(S(=O)(=O)N2CCCCC2)cc1)C(=O)O (stereo not drawn)	2%	-3%	-9%	1	0%	2.9	12%	4%	i
O=C(NC1CC1)C1=C[C@@H](c2ccc(Br)cc2)C[C@@H](OCc2ccc(CO)cc2)O1	-16%	-1%	-5%	-3	4%	0.6	-27%	4%	-7%
C=C(C)CSc1nc(C)c(Cc2ccccc2)c(=O)[nH]1	-25%	1%	-3%	-4	-5%	-3.5	4%	8%	-24%
Sc1ccccc1N=Cc1cccs1	10%	-7%	8%	-17	8%	1.4	4%	8%	-29%
CCOC(=O)C1CCN(C(=O)CCS(=O)(=O)Cc2ccccc2)CC1	-3%	-11%	2%	-12	6%	-1.0	9%	6%	-4%
COc1cc(NC(=O)CCCn2c(=S)[nH]c3ccccc3c2=O)cc(OC)c1OC	15%	0%	-3%	-3	-1%	-6.4	-11%	14%	-8%
CC1=NN2C(=N)/C(=C\c3cc(C)n(-c4ccc(C)cc4)c3C)C(=O)N=C2S1	17%	-4%	-5%	-8	0%	-3.3	-9%	0%	-7%
Oc1ccc2c(ccc3[nH]cnc32)c1	7%	-16%	3%	-1	-5%	1.3	-12%	5%	17%
CCOC(=O)CC1C(=O)NCCN1c1nc2c(C)cccn2c(=O)c1/C=C1\SC(=S)N(C(C)CC)C1=O (stereo not drawn)	-16%	15%	-11%	-14	?	21	73%[activator]	7%	-18%
COc1ccc(C(=O)NCCNc2nc3cc(C)cc(C)c3cc2C#N)c(OC)c1	-13%	-6%	8%	-21	-2%	0.0	-15%	/	-33%[inhibitor]
CCc1nc2ccccc2nc1N1CCN(S(=O)(=O)c2c(C)cc(Cl)cc2C)CC1	-11%	-13%	4%	-1	2%	0.5	-21%	-1%	0%
O=C(NC1CCCCCC1)c1cc2ccccc2oc1=O	?	-10%	-13%	1	9%	-0.8	-18%	19%	-40%[inhibitor]
C/C(=N\NC(=S)NCCc1ccccc1)c1ccc(Cl)cc1	10µM*	3%	?	32	5%	-0.5	-7%	?	-5%
Cc1cccc(C2c3[nH]c4ccccc4c3CCN2C(=O)c2nn(C)c(=O)c3ccccc23)n1 (stereo not drawn)	-5%	?	7%	-14	13%	1.3	-1%	17%	-24%
COC(=O)c1sccc1NC(=O)c1ccccc1	3%	-12%	10%	8	9%	-3.6	-20%	23%	i
COc1ccc(-c2csc(N=C(N)N)n2)cc1	13%	-8%	1%	5	1%	-3.4	-2%	2%	-9%
CSCCC(NS(=O)(=O)c1ccc(Cl)cc1)C(=O)OCC(=O)c1ccc(F)cc1 (stereo not drawn)	-6%	-6%	1%	-4	8%	0.5	-2%	-6%	-24%
O=C(c1cc(=O)[nH]c2ccccc12)N1CCN(Cc2ccc3c(c2)OCO3)CC1	1%	0%	16%	12	2%	8.4	14%	2%	-13%
COCCNS(=O)(=O)c1cc(F)ccc1OC	5%	-1%	-10%	4	-5%	-0.3	9%	-3%	i

More compounds:
SMILES	GLP-1R inv ag	PLK1 PBD inh	GLP1R cytotox	PI5P4K alpha inh	EPAC1 ag	IL2 activator	EPAC1 antag	GLP-1R agonist	PTHR1 agonist
Cc1sc2ncnc(N3CCC(C(=O)N4CC(C)SC4=Nc4ccc(Cl)cc4)CC3)c2c1C (stereo not drawn)	9%	3%	1%	1	1%	-0.2	1%	1%	-23%
COC(=O)c1c(C(=O)OC)c2oc3ccccc3n2c1Cl	95%[activator]	0%	13%	-3	2%	0.0	-3%	?	i
CCCC1=C(C(=O)OCC)C(c2cccs2)C(C#N)=C(N)O1 (stereo not drawn)	-16%	-14%	-9%	0	-7%	-0.1	-24%	-2%	-17%
O=C(CCc1nc(-c2ccccn2)no1)NCc1ccc2c(c1)OCO2	14%	8%	23%	4	-4%	-1.0	9%	4%	i
C=CCn1cccc(C(=O)Nc2ccc(OC)c(Cl)c2)c1=O	58%[activator]	-7%	4%	0	7%	-0.7	2%	30%	-11%
CC1=C(C(=O)OC2CCCC2)C(c2c(F)cccc2Cl)CC(=O)N1 (stereo not drawn)	11%	/	2%	/	/	/	/	-7%	-27%
CC(Oc1ccccc1)C(=O)NC1C(=O)N2C1SC(C)(C)C2C(=O)O (stereo not drawn)	10%	-20%	5%	0	4%	1.2	-6%	7%	i

Two neighbouring entries from above, for reference:
SMILES	GLP-1R inv ag	PLK1 PBD inh	GLP1R cytotox	PI5P4K alpha inh	EPAC1 ag	IL2 activator	EPAC1 antag	GLP-1R agonist	PTHR1 agonist
CC1=C(C(=O)OC2CCCC2)C(c2c(F)cccc2Cl)CC(=O)N1 (stereo not drawn)	11%	/	2%	/	/	/	/	-7%	-27%
CC(Oc1ccccc1)C(=O)NC1C(=O)N2C1SC(C)(C)C2C(=O)O (stereo not drawn)	10%	-20%	5%	0	4%	1.2	-6%	7%	i
